Screens: PubChem BioAssay, National Center for Advancing Translational Sciences (NCATS)
Tb PFK inh: qHTS Assay to Find Inhibitors of T. brucei phosphofructokinase. 330,000 compounds, 0.17% hits. T. brucei PFK, ADP-Glo luminescence. Potency, µM (top dose mostly 57.5 µM), for inactives: at the highest dose activity, negative = inhibition, actives largely listed as inhibitors. ATP-dependent 6-phosphofructokinase (Trypanosoma brucei brucei), O15648. AID 485367, 2010;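 further: potency means the concentration at half of the fitted maximal effect; 0% = uninhibited 1x PFK enzyme wells and -100% = no-enzyme wells; nearly all actives have a fitted effect of over 60% in size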
Target sequence (O15648 whole entry, looked up): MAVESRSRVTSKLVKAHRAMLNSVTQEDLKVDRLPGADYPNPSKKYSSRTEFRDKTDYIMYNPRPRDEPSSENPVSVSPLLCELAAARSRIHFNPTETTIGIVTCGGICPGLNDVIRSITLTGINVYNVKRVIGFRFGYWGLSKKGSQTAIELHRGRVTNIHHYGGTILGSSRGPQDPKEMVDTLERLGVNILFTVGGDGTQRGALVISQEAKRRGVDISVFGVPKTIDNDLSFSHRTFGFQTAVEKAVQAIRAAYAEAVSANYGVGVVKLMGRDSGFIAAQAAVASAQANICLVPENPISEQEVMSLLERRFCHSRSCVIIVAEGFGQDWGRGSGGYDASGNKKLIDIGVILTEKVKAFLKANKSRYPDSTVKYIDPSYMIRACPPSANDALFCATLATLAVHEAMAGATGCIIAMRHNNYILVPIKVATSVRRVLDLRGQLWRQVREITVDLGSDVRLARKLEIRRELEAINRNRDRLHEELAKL
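Activity is normalized to no-enzyme wells (full inhibition) and 1.25 nM enzyme wells (no inhibition). Reaction: 0.5 mM F6P, 0.1 mM ATP, 45 min RT, ADP-Glo luminescence; concentration-response curves fitted and classed by quality.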
B2AR arrestin: qHTS assay of beta-arrestin-biased ligands of beta2-adrenergic receptor | Beta-2 adrenergic receptor (Homo sapiens), P07550 | beta-arrestin recruitment to beta2AR, cell-based reporter | Potency, µM (titrated, usually from 46.1 µM), for inactives: at the top dose activation, actives largely listed as activators | 330,000 compounds, 0.02% hits | AID 492947, 2010;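 further: potency means the concentration at half of the fitted maximal effect; 0% = DMSO controls and full agonism = EC100 isoproterenol or metaproterenol; nearly all actives have a fitted effect of over 65% in size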
BCR signal inh: qHTS Assay to Find Inhibitors of Chronic Active B-Cell Receptor Signaling. ABC-DLBCL IkBa-CBG/CBR reporter, luminescence ratio, 4 h. 340,000 compounds, 0.05% hits. AID 493014, 2011. Potency, µM (highest dose often 46.1 µM), for inactives: at the top dose ratio change, negative = lower green/red ratio, actives largely listed as inhibitors; active means well fitted inhibition curve with a large enough effect in the signal ratio, with a control signal flat, not every such curve was filed as active; inconclusive means small, poorly fitted or top-dose-only effect, or effect the other way, or a change in a side signal; the % refers to the signal ratio;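 further: potency means the concentration at half of the fitted maximal effect; plate controls were basal doxycycline-induced cells for no effect and cells given 10 µM MG132 for full effect; MG132 reads +100%, hits lower the ratio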
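TMD8 human ABC-DLBCL cells with doxycycline-inducible IκBα–green luciferase fusion and unfused red luciferase, in 0.5% FBS medium; compounds up to 46 uM, 4 h at 37C. Green/red luminescence ratio, filter-overlap corrected, fitted to concentration-response curves.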
USP2a inh: qHTS Assay for Inhibitors of Ubiquitin-specific Protease USP2a Using CHOP2 as the Reporter; Ubiquitin carboxyl-terminal hydrolase 2 (Homo sapiens), O75604; USP2 core, Ub-CHOP2 coupled fluorogenic reporter, 485/531; Potency, µM (titrated, usually from 38.3 µM), for the others: at the top dose activity change, negative = inhibition, actives largely listed as inhibitors; 330,000 compounds, 0.01% hits; AID 463254, 2010;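 further: potency means the concentration at half of the fitted maximal effect; plate controls were DMSO wells for no effect and full inhibition by NEM control for full effect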
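Deubiquitinase activity read as fluorescence (485/531 nm) after Ub-CHOP2 cleavage activates the enterokinase reporter on its substrate; USP2 core 10nM, Ub-CHOP2 and substrate 25nM each, 30min compound preincubation then 60min RT; data normalized to NEM, curves fitted.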
Eya2 inh: qHTS Assay for Inhibitors of the Phosphatase Activity of Eya2; Protein phosphatase EYA2 (Homo sapiens), O00167; 330,000 compounds, 0.006% hits; Potency, µM (titrated, usually from 76.9 µM), for inactives: top-dose activity, negative = inhibition, most hits filed as inhibitors; recombinant Eya2, OMFP fluorescence dephosphorylation (OMFP is methylfluorescein phosphate); further: potency means the concentration at half of the fitted maximal effect; on the % scale 0 is the no-effect control and ±100 the full control effect
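Eya2 (0.2 uM) preincubated 10 min at ambient with compound, then OMFP substrate added at 50 uM; 10 min reaction in 50 mM HEPES pH 7.5, 50 mM NaCl, 5 uM MgCl2, 0.05% BSA, 1 mM DTT. Fluorescence read at Ex 485/Em 525 nm.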
TSHR antagonist: Antagonists of the Thyroid Stimulating Hormone Receptor: HTS campaign; TSHR-expressing cells, TSH-stimulated cAMP HTRF, 2 h; hits give low values; activity change, negative = inhibition, % at 11.5 µM; 330,000 compounds, 0.2% hits;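 active means activity change below a set negative limit, meaning inhibition stronger than a set level, cut at about -70% in these data; inconclusive means activity change between two set negative limits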; further: on the % scale 0 is the no-effect control and ±100 the full control effect
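Inhibition of cAMP made by TSHR-expressing cells under TSH stimulation (4nM final, EC80; 2 h, 37 deg C) is quantified with a one-step lysis HTRF kit, anti-cAMP cryptate versus cAMP-d2.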
TSG101-PTAP inh: qHTS Assay for Iinhibitors of HIV-1 Budding by Blocking the Interaction of PTAP/TSG101. Tumor susceptibility gene 101 protein (Homo sapiens), Q99816. Fluorescence polarization, FITC-PTAP peptide / Tsg101 binding. Potency, µM (series often up to 115 µM), inactives show at the top dose activity change, negative = inhibition, usual class: inhibitors. 340,000 tested, under 10 active. AID 493005, 2010; active means well fitted inhibition curve with a large enough effect in the main read-out, with a control signal flat, not every such curve was filed as active; inconclusive means small, poorly fitted or top-dose-only effect, or effect the other way, or a change in a side signal; inactive means no such curve, though single readings can be large or run the other way; further: potency means the concentration at half of the fitted maximal effect; % of control where 0% means no effect
Target sequence (Q99816 whole entry, looked up): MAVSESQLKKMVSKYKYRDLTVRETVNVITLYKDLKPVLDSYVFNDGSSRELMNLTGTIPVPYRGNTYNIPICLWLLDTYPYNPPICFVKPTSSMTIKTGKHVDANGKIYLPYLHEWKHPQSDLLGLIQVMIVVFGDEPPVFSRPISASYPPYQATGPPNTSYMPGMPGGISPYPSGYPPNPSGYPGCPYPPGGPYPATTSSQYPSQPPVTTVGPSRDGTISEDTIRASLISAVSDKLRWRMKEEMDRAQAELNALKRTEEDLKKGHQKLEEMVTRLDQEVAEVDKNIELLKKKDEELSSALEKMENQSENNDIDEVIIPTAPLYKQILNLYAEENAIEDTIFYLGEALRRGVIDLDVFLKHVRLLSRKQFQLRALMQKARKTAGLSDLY
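Fluorescence polarization binding of Tsg101 binding domain (10 uM final) to FITC-labeled PTAP peptide (50 nM final) in HEPES pH 7.5 buffer with NaCl, Tween 20, EDTA, TCEP. Compounds added before peptide; binding 20 min at RT.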
ELG1 DNA repair: qHTS screen for small molecules that inhibit ELG1-dependent DNA repair in human embryonic kidney (HEK293T) cells expressing luciferase-tagged ELG1; HEK293T ELG1-luciferase reporter, luminescence, 16 h; DNA damage induced by 5-fluorouridine; Potency, µM (series often up to 46.1 µM), inactives show at the top dose activity change, negative = inhibition, actives largely listed as inhibitors; 330,000 compounds, 2.3% hits; further: potency means the concentration at half of the fitted maximal effect; on the % scale 0 is the no-effect control and ±100 the full control effect; nearly all actives have a fitted effect of over 55% in size
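Step one: seed 2,000 cells per well. Step two: pin-transfer compound or DMSO alongside 5-fluorouridine. Step three: incubate 16 hr, 37 °C, 5% CO2. Step four: add ONE-Glo, wait 30 min, read luminescence.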
uPA surface inh: qHTS for Inhibitors of Cell Surface uPA Generation; Potency, µM (highest dose often 38.3 µM), without a hit: at the top dose activity change, negative = inhibition, hits mostly inhibitors; 330,000 compounds, 0.31% hits; AID 540303, 2011; cell surface uPA generation assay, qHTS; active means well fitted inhibition curve with a large enough effect; inconclusive means small, poorly fitted or top-dose-only effect; inactive means no such curve, though single readings can be large or run the other way; tested in mouse RAW 264.7 cells; further: potency means the concentration at half of the fitted maximal effect; on the % scale 0 is the no-effect control and ±100 the full control effect; nearly all actives have a fitted effect of over 55% in size
TCR activator: Activators of T cell receptors: qHTS campaign; primary human leukocytes, anti-CD3, IL-2 HTRF, 48 h; Potency, µM (doses to about 9.22 µM), for inactives: at the top dose activation of IL-2 secretion, usual class: activators; 330,000 tested, under 10 active; AID 504894, 2011; further: % of control where 0% means no effect
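IL-2 release read by HTRF sandwich (Eu cryptate donor, d2 acceptor, 665 nm emission) after 48 hr exposure of primary human leukocytes to compound together with anti-CD3 beads in the absence of co-stimulatory signals.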
Mito fusion act: qHTS Assay for Small Molecule Inhibitors of Mitochondrial Division or Activators of Mitochondrial Fusion; S. cerevisiae fusion-defective mutant growth rescue, CellTiterGlo 48 h; Potency, µM (highest dose often 46.1 µM), without a hit: at the highest dose growth rescue (activation), usual class: activators; 320,000 compounds, 0.23% hits; AID 485298, 2010;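 further: potency means the concentration at half of the fitted maximal effect; % of control where 0% means no effect; nearly all actives have a fitted effect of over 45% in size; temperature-sensitive fusion mutants such as fzo1-1 at 37 °C on non-fermentable ethanol glycerol medium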
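Temperature-sensitive fusion-defective S. cerevisiae (e.g. fzo1-1, mgm1-5) were grown with compound in YPEG medium (3% ethanol, 3% glycerol) for 48 hours at 37C. Growth rescue was measured as viability by CellTiterGlo luminescence after 10 minutes at ambient.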
Numbers without * were called inactive; ? = inconclusive; nt = not tested or not shown; [ ] = remark or other dose. Unless noted, the call rests on the fitted dose curve; in most records, active means well fitted curve in the direction sought with a large enough effect; inconclusive means small, poorly fitted or top-dose-only effect, or another doubt; inactive means no such curve, though single readings can be large; an effect the other way counts as inactive or inconclusive.

SMILES	Tb PFK inh	B2AR arrestin	BCR signal inh	USP2a inh	Eya2 inh	TSHR antagonist	TSG101-PTAP inh	ELG1 DNA repair	uPA surface inh	TCR activator	Mito fusion act
Cc1ccc(OCC(=O)Nc2nc(-c3ccccn3)cs2)c(C)c1	-13%	-0.2%	-15%	-4%	0%	6	0%	8%	1%	0%	0%
Cc1ccc(C(=O)N(C)CCOc2ccccc2)cc1S(=O)(=O)N1CCCCC1	-9%	-1.0%	0%	-6%	-3%	-23	-1%	-12%	-1%	-8%	11%
Cc1cc([N+](=O)[O-])nn1CCCC(=O)N1CCN(c2ccc(F)cc2)CC1	-1%	-0.1%	4%	2%	-13%	-6	-2%	-12%	-2%	0%[46.1 µM]	-3%
CCCNC(=O)CSc1nnc(C)s1	1%	-0.3%	?	-1%	-3%	10	-5%	10%	nt	-2%	-3%
CN1CCn2c1nc(N1CCCCC1)nc2=O	-2%	0.3%	8%	0%	-4%	-3	-1%	4%	-1%	1%	0%
O=C(CSc1nc2nc3c(cc2c(=O)n1-c1ccccc1)CCCC3)Nc1cccc2ccccc12	-7%	-0.9%	18%	3%	-12%	-8	0%	?	10%	0%[46.1 µM]	4%
COc1ccc(NS(=O)(=O)c2ccc(N/N=C(\C)c3ccncc3)c([N+](=O)[O-])c2)cc1	?	5.4%	2%	-13%	-14%	?	-1%	18µM*	-12%	8%[46.1 µM]	-1%
CC1CCN(CCCCOc2cccc(Br)c2)CC1	0%	-0.3%	-7%	-1%	0%	18	0%	-2%	0%	7%[46.1 µM]	28%
O=C(NCc1ccc(Cl)cc1)c1ccc(CNc2c(N3CCCC3)c(=O)c2=O)cc1	-12%	-0.6%	0%	1%	10%	-4	-5%	12%	6%	1%	-3%
Cc1ccccc1NC(=O)NNC(=O)OC(C)(C)C	-3%	0.1%	?	4%	3%	-3	0%	-1%	0%	2%	-1%
COc1ccc(C(=O)N/N=C\c2ccoc2)cc1	-28%	-0.7%	?	-1%	1%	20	-4%	?	-26%	0%	-3%
COc1ccc2c(CC(=O)OCC(=O)N3CCc4ccccc43)coc2c1	0%	0.4%	5%	-1%	-2%	3	-4%	3%	3%	nt	-1%
CCCOc1ccc(C2C(C#N)=C(N)Oc3nc[nH]c(=O)c32)cc1OC (stereo unspecified)	0%	0.2%	-5%	3%	28%	-1	-8%	0%	1%	9%	1%
Cc1nnc(OCC(=O)NCCC2=CCCCC2)c2ccccc12	-4%	-0.2%	0%	7%	6%	0	-5%	4%	11%	-1%	-1%
O=C(CN(C1CCCCC1)S(=O)(=O)c1ccc(Cl)cc1)NCc1ccncc1	-1%	0.0%	6%	-1%	-1%	-5	-5%	1%	6%	-6%	4%
Cc1cc(NC(=O)c2cc(S(=O)(=O)N3CCCCC3)ccc2C)n(-c2ccccn2)n1	2%	-0.8%	-1%	1%	9%	6	-2%	?	0%	-2%	0%
CC(=O)c1ccc(S(=O)(=O)NCC(=O)NC(c2nc3ccccc3[nH]2)C(C)C)cc1 (stereo unspecified)	1%	-1.7%	-3%	3%	11%	nt	6%	0%	22%	7%	nt
CCOc1ccc(/C=C(\C#N)C(=O)Nc2ccccn2)cc1	2%	0.1%	?	0%	-1%	-1	-5%	20%	0%	nt	-3%
COc1cccc(N=C2SC(CC(=O)Nc3ccccc3)C(=O)N2Cc2ccccn2)c1 (stereo unspecified)	-1%	0.3%	-17%	-8%	5%	3	-3%	-21%	6%	0%	-5%
Cc1cccc(NC(=O)c2cc([N+](=O)[O-])ccc2N2CCN(C)CC2)c1	-1%	0.0%	-1%	0%	0%	-6	-1%	-4%	-2%	-5%	2%
CC(=O)c1cccc(NC(=O)Cn2cnc(S(=O)(=O)N3CCCCC3)c2)c1	2%	0.0%	4%	1%	9%	-9	-1%	15%	2%	5%	-2%
O=[N+]([O-])c1cccc(Nc2c([N+](=O)[O-])ccc3nonc23)c1	0%	-0.2%	1%	0%	-23%	-4	-9%	2%	-6%	-3%	-14%
CCOc1ccc(C2CC(c3ccc(CC)cc3)Nc3nc(N)nn32)cc1 (stereo unspecified)	-6%	0.3%	4%	2%	4%	2	0%	?	-1%	-7%[46.1 µM]	?
COc1cccc(C(C(=O)NC2CCCC2)N(C(=O)c2ccco2)c2ccccc2F)c1OC (stereo unspecified)	-10%	0.3%	-1%	-1%	3%	3	0%	-3%	-1%	1%	3%
CC(C)(C)n1nc2c(c1NC(=O)c1ccccc1C(F)(F)F)CS(=O)(=O)C2	2%	-0.2%	-1%	0%	2%	-3	nt	-5%	12%	-2%	0%
Cn1c(=S)[nH]c2[nH]c(=O)cnc2c1=O	-4%	-1.7%	1%	1%	-2%	13	1%	19%	-7%	-7%[46.1 µM]	4%
C=CCN(c1ccc(C(=O)NCCCn2ccnc2)cc1)S(C)(=O)=O	-1%	-0.5%	0%	-1%	-7%	8	-7%	10%	3%	1%	4%
COC(=O)C1=CN(CC2CCCO2)C=C(C(=O)OC)C1c1cccc(O)c1 (stereo unspecified)	2%	0.1%	-1%	1%	-10%	1	-3%	-1%	5%	12%	16%
Cc1ccc(S(=O)(=O)NCCC(=O)Oc2ccc3ccc(=O)oc3c2)cc1	-6%	-0.2%	-6%	1%	9%	0	-4%	-7%	-14%	-6%	0%
O=c1[nH]ncn1-c1ccccc1C(F)(F)F	-6%	0.0%	-4%	1%	-16%	7	-3%	6%	-4%	-12%	-2%
Cc1ccc2oc(=O)n(Cc3ccc(OC(C)C)cc3)c2c1	0%	0.2%	6%	-1%	-4%	3	-2%	-5%	-1%	-2%	8%
COc1ccc(OC(=O)CCc2c[nH]c3ccccc23)cc1	-2%	-0.3%	?	9%	7%	0	-2%	6%	0%	5%	5%
COCC(=O)Nc1ccc2c(c1)OCC(=O)N2Cc1ccccc1F	0%	-0.5%	?	0%	7%	-2	-5%	-3%	-10%	-4%	0%
CCN(CC)C(=O)CN(c1cccc(C(F)(F)F)c1)S(C)(=O)=O	-1%	-0.3%	0%	2%	-36%	9	-1%	-5%	-2%	2%	-1%
CC1(C)Cc2c(sc(/N=C/N3CCCC3)c2C#N)C(C)(C)N1	2%	-1.0%	3%	-1%	-7%	7	-10%	?	0%	1%[46.1 µM]	1%
Cc1cc(C)c(S(=O)(=O)NCc2nc3nc(C)cc(C)n3n2)c(C)c1	-1%	0.1%	-19%	3%	12%	-8	-1%	?	9%	-5%	0%
COC(=O)c1cccc(NC(=O)Cn2cnc3c2c(=O)n(C)c(=O)n3C)c1	-4%	-0.2%	-1%	0%	20%	-1	-2%	-2%	-12%	1%	-4%
Cc1ccccc1NC(=O)CSCCO	-4%	-1.4%	2%	-1%	1%	-5	-4%	23%	0%	-2%	1%
N#CCCN(C(=O)COC(=O)C1=COCCO1)c1ccc(F)cc1	0%	-0.3%	-9%	1%	1%	3	5%	5%	-28%	8%	4%
CCN(C(=O)Cc1ccccc1OC)c1nnc(-c2ccncc2)s1	9%	-0.5%	-3%	5%	-11%	2	0%	?	2%	-3%	1%
CC(=O)N1c2ccc(S(=O)(=O)N3CCCCC3)cc2CC1C(=O)Nc1ccc(F)cc1C (stereo unspecified)	-3%	0.2%	8%	-1%	6%	11	-1%	-3%	-4%	-2%	-2%
O=C(O)CCC(=O)Nc1ccccc1C(=O)Nc1ccccc1	-6%	0.2%	-12%	-1%	-8%	24	-2%	?	4%	6%	3%
COc1cccc(N2CCN(C(c3ccccn3)c3nnnn3C(C)(C)C)CC2)c1 (stereo unspecified)	7%	-0.5%	0%	1%	-11%	-9	-5%	9%	7%	-7%[46.1 µM]	-1%
CCCCN(CC)C(=S)Nc1ccc2nc3n(c(=O)c2c1)CCCCC3	2%	7.0%	?	2%	1%	13	1%	?	1%	-8%[46.1 µM]	-6%

Rows are unselected; overall some 3% were active at least once.
